LYP inhibition = inhibitors of LYP phosphatase, biochemical, fluorescence intensity, uHTS (AID 1779); Tyrosine-protein phosphatase non-receptor type 22 (Homo sapiens); recombinant LYP phosphatase, fluorescence intensity; higher % means a stronger effect; inhibition, % at 11.5 µM; hits with a dose series show IC50 in µM; 0.054% of 290,000 active;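 also: plate controls were vehicle with enzyme for no effect and no enzyme for full effect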
SIAH1 antagonists = Siah-1 peptide-binding antagonists, primary screen, biochemical, fluorescence polarization, rhodamine-plectin, uHTS (AID 1817); E3 ubiquitin-protein ligase SIAH1 (Homo sapiens); Siah-1 / rhodamine-plectin peptide fluorescence polarization; higher % means a stronger effect; one-dose displacement, % at 20 µM; IC50 in µM for titrated hits; 0.02% of 290,000 active;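 active = displacement of at least 50% at 20 µM, with a fluorescence ratio check between 0.3 and a set limit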;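 also: plate controls were Siah plus tracer with DMSO for no effect and tracer alone without Siah for full effect; strong numbers were not always called active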
human PMI inhibitors = human PMI inhibitors, high substrate, primary screen, biochemical, fluorescence intensity, high mannose 6-phosphate (AID 1220); Mannose-6-phosphate isomerase (Homo sapiens); recombinant PMI enzyme, coupled fluorescence intensity; higher % means a stronger effect; one-dose inhibition, % at 20 µM; IC50 in µM for titrated hits; 0.66% of 190,000 active
AID2073 = inhibitors of Mint1-CaV2.2 protein interaction, biochemical, HTRF (AID 2073); HTRF protein-protein interaction, Mint1-CaV2.2; higher % means a stronger effect; 0.19% of 290,000 active; inhibition, % at 20 µM; hits with a dose series show IC50 in µM; Voltage-dependent N-type calcium channel subunit alpha-1B (Homo sapiens); in the data active = inhibition mostly above about 51%, no sharp cut-off; also: some results filed as inactive read as strong as hits
P. falciparum M1AAP = P. falciparum M1AAP inhibitors, biochemical, fluorogenic H-Leu-NHMec substrate, 1536-well (AID 1445); recombinant M1AAP, H-Leu-NHMec fluorogenic kinetic assay; higher % means a stronger effect; 0.42% of 220,000 active; inhibition, % at 30 µM; hits with a dose series show IC50 in µM; Aminopeptidase N (Plasmodium falciparum (isolate 3D7));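 active = primary inhibition above the hit cutoff, then over 50% inhibition at one or more dose response concentrations, cut at about 23% in these data, passing the limit was not always enough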;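 also: plate controls were DMSO full reaction for no effect and no enzyme background for full effect; strong numbers were not always called active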
human PMI inhibition = inhibitors of human PMI, primary screen, biochemical, fluorescence intensity, coupled assay (AID 1209) | Mannose-6-phosphate isomerase (Homo sapiens) | purified PMI enzyme, coupled fluorescence intensity; higher % means a stronger effect | inhibition, % at 20 µM; hits with a dose series show IC50 in µM | 0.42% of 190,000 active;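 also: plate controls were DMSO vehicle for no effect and wells lacking substrate for full effect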
P. falciparum M17LAP = P. falciparum M17LAP inhibitors, primary screen, biochemical, fluorogenic H-Leu-NHMec substrate, 1536-well (AID 1619). 0.38% of 220,000 active. inhibition, % at 30 µM, or IC50 in µM where a hit was titrated. recombinant M17LAP, H-Leu-NHMec fluorogenic kinetic assay; higher % means a stronger effect;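 active = compound inhibiting the enzyme by more than half at any dose during confirmatory dose-response retesting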;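 also: plate controls were full reaction with DMSO carrier for no effect and no enzyme background for full effect; strong numbers were not always called active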
Dynein transport = inhibitors of GR-EGFP nuclear translocation, primary screen, dynein cargo transport inhibitor project, imaging, high-content, 3617.4 mouse cells. 0.47% of 220,000 active. test concentration mostly 20 µM; stimulated with dexamethasone, 1 µM; active compounds read low. z-score, hits read low. AID 1381, 2008;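 active = plate z-score of nuclear minus cytoplasmic receptor signal below a set negative limit, without overly bright fluorescence or cell loss, cut at about -3.5 in these data, passing the limit was not always enough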;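 also: z-score of nuclear minus cytoplasmic ring GR-EGFP intensity difference per well; some compounds called inactive have numbers as strong as hits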
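Also added: dexamethasone, 1.0 µM final. Medium: tet-free, stripped-serum medium. Detection: fixed, Hoechst-stained cells imaged at 10x for EGFP. Read-out: nuclear-to-cytoplasmic GR-EGFP distribution per well. Times: induction 48 h, compound 1 h, agonist 30 min.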
XIAP displacement = XIAP antagonists, biochemical, IAP family, fluorescence polarization (AID 1018); E3 ubiquitin-protein ligase XIAP (Homo sapiens); XIAP BIR domain, fluorescence polarization peptide displacement; higher % means a stronger effect; one-dose displacement, % at 20 µM; IC50 in µM for titrated hits; 0.007% of 200,000 active; in the data active = displacement above about 50%; also: a part of the inactive calls stands beside numbers as strong as those of hits
Dynein transport cytoplasmic EGFP = second read-out of Dynein transport, no call of its own (marks repeat the call); z-score; measured here: cytoplasmic GR-EGFP intensity; active compounds read high
Dynein transport nuclear GR-EGFP = also measured in Dynein transport; calls as there; z-score; measured here: nuclear GR-EGFP intensity;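 lower value marks the stronger effect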
Dynein transport cell count = second read-out of Dynein transport, no call of its own (marks repeat the call); z-score; measured here: cell count per field
The depositor's hits bear a star; x = no result given. Rule as the data show it, unless noted: active = inhibition above about 50%; inactive = the rest.

LYP inhibition	SIAH1 antagonists	human PMI inhibitors	AID2073	P. falciparum M1AAP	human PMI inhibition	P. falciparum M17LAP	Dynein transport	Dynein transport cytoplasmic EGFP	Dynein transport nuclear GR-EGFP	Dynein transport cell count	XIAP displacement	Structure
0.4%	-3.2%	12.7%	3.6%	0.6%	8.7%	13.3%	-0.779	-0.202	-0.0467	0.302	-3.0%	O=C(Nc1ccccc1C(=O)N1CCCC1)c1cccc(S(=O)(=O)N2CCCCCC2)c1
-8.1%	4.4%	-4.3%	-0.4%	1.4%	2.2%	16.4%	-0.35	-0.237	-0.244	0.273	-0.8%	CC(C)N1CC(C(=O)Nc2ccc(Br)c(Cl)c2)CC1=O (stereo unspecified)
-0.7%	0.8%	4.9%	-0.7%	6.8%	15.5%	-1.2%	-0.132	-0.238	0.0277	0.0271	-6.5%	O=C(Cc1ccccc1)Nc1ccc(SC(F)F)cc1
0.1%	1.7%	4.2%	26.6%	-0.7%	-1.7%	2.3%	-1.17	-0.166	-0.771	0.752	-4.5%	CC(C)(C)c1ccc(-c2nnc(NC(=O)c3ccccc3)s2)cc1
-0.1%	2.0%	9.8%	-8.2%	2.0%	13.0%	15.8%	0.634	-0.15	0.76	-0.42	-0.8%	Cc1ccccc1C1CC(c2ccccc2OC(F)F)Nc2ncnn21 (stereo unspecified)
-2.2%	1.9%	2.2%	-3.4%	14.3%	2.0%	8.7%	-1.12	-0.294	-0.364	1.16	-6.0%	O=C1NC2(NN1c1ccccc1)C1CC3CC(C1)CC2C3 (stereo unspecified)
9.0%	4.0%	1.9%	-2.1%	3.9%	9.0%	1.1%	0.993	-0.142	1.14	0.952	-2.4%	CCOc1cc(/C=N/NC(=O)COc2cccc(C)c2)ccc1OC(=O)c1cccs1
-2.0%	4.4%	-8.1%	26.7%	-2.1%	-6.8%	-4.4%	1.4	-0.19	0.583	-0.298	-4.0%	O=C(Nc1ccc(-c2ccc([N+](=O)[O-])cc2)cc1)c1ccccc1F
-5.7%	2.9%	8.1%	-3.0%	-1.2%	4.7%	3.6%	0.501	-0.195	0.421	-0.216	-3.9%	Cc1n[nH]c(C)c1S(=O)(=O)N1CCCC(C(=O)Nc2nccs2)C1 (stereo unspecified)
-7.4%	-4.7%	x	12.0%	7.1%	x	-13.6%	0.46	-0.695	0.241	0.333	x	COc1cc(OC)c2ccc(=O)oc2c1C(CC(=O)N1CCCC1)c1ccc2c(c1)OCO2 (stereo unspecified)
1.2%	9.6%	11.0%	7.6%	1.1%	12.4%	4.0%	-0.237	-0.0354	-0.0969	-0.338	0.8%	O=C(Nc1cnn(Cc2ccc(Cl)c(Cl)c2)c1)C12CC3CC(CC(C3)C1)C2
-3.3%	4.9%	22.5%	6.8%	-0.5%	10.7%	3.9%	-1.22	-0.228	-0.802	1.08	-4.8%	COc1ccccc1C(=O)NCC1(c2ccccc2)CCCC1
-2.6%	-1.9%	-18.3%	0.7%	-0.9%	-15.8%	-1.3%	0.365	-0.302	0.261	0.347	-4.5%	O=C(CNC(=O)c1ccncc1)N/N=C/c1cccc([N+](=O)[O-])c1
0.2%	5.5%	-0.7%	-5.0%	5.8%	-2.7%	-7.6%	0.476	-0.133	0.254	-1.38	-5.8%	O=C(NNC(=O)c1ccccc1Br)c1ccccc1Cl
-4.6%	3.5%	-36.7%	3.3%	9.5%	-31.0%	1.9%	-0.119	-0.193	0.466	0.902	-3.3%	Cn1cccc1CNCc1ccccc1Cl
3.7%	2.0%	15.5%	-4.9%	4.6%	9.9%	-3.8%	-0.925	-0.207	-0.291	1.21	-4.7%	CCC(c1nnnn1Cc1ccc2c(c1)OCO2)N1CCN(c2ccc(F)cc2)CC1 (stereo unspecified)
-2.0%	3.2%	x	-34.9%	-6.3%	x	4.5%	-0.144	-0.782	-0.0873	0.15	x	CCOC(=O)c1ccc(NC(=O)c2nc[nH]c2C(=O)N2CCC(C)CC2)cc1
1.9%	1.4%	x	-6.8%	5.3%	x	16.9%	0.329	-0.755	0.309	-0.282	x	O=C(c1ccc2c3n(nc2c1)-c1ccccc1CO3)N1CCCCC1
-2.9%	-0.2%	5.1%	-19.6%	-1.1%	7.1%	0.7%	1.99	0.00476	1.6	-1.09	-6.8%	Cc1nnc(NC(=O)CSc2nnc(Cc3cccn3C)n2C)s1
-7.8%	-5.0%	x	-13.6%	9.3%	x	-12.4%	-0.288	-0.172	-0.156	-0.113	x	Cc1cc(=O)[nH]c(SCC(=O)NN(c2ccccc2)c2ccccc2)n1
-12.2%	8.8%	x	-24.4%	2.0%	x	-1.9%	-0.339	-0.226	-0.14	1.18	x	CN(C(=O)COC(=O)c1ccc(-c2ccc(O)cc2)cc1)C1CCS(=O)(=O)C1 (stereo unspecified)
-7.3%	-1.5%	8.1%	-0.3%	61.3µM*	-4.2%	4.2%	-0.732	-0.255	-0.753	1.51	-0.9%	CC(=O)Nc1cccc(NC(=O)C2CCCN2C(=O)Nc2ccc(C)cc2)c1 (stereo unspecified)
-10.4%	-1.2%	-7.9%	3.7%	4.7%	-5.8%	2.6%	-0.453	-0.258	0.171	1.2	-1.0%	CN(C)C(=O)N1CCCC(C(=O)NCc2ccccc2Cl)C1 (stereo unspecified)
-10.2%	1.7%	-5.5%	2.3%	-0.9%	-5.6%	12.2%	-0.903	-0.221	-0.321	1.27	-2.1%	CC(C)CCNC(=O)CN(CC1CCCO1)C(=O)CCC(=O)Nc1ccccn1 (stereo unspecified)
-3.1%	0.2%	15.3%	0.0%	3.9%	8.6%	-1.8%	-1.38	-0.344	-0.639	1.29	-0.5%	c1ccc2c(c1)nc1n2CN(Cc2ccc3c(c2)OCO3)CN1
-4.3%	-3.8%	2.1%	-5.9%	1.0%	0.4%	-9.6%	1.78	-0.2	0.621	-1.63	-5.6%	CCOc1ccccc1OCC(=O)N/N=C(\C)Cc1ccc(OC)cc1
-9.8%	-0.3%	1.1%	3.1%	17.0%	5.4%	4.0%	-0.0602	-0.25	-0.0909	0.325	-5.7%	CCOC(=O)c1c(C=O)c(C)n(Cc2ccc(Cl)cc2)c1C
-7.5%	0.7%	0.6%	-0.9%	-2.0%	1.7%	6.0%	-0.224	-0.211	0.211	-0.828	-10.0%	NC(=O)C1CCN(CC(=O)N2c3ccccc3CCc3ccccc32)CC1
4.3%	3.9%	-2.0%	-7.4%	8.0%	-1.6%	14.3%	0.932	-0.239	0.674	-0.731	-3.5%	CCOC(=O)c1nc(NNC(C)=O)sc1C
-8.3%	5.4%	6.4%	-6.3%	8.4%	7.3%	4.1%	0.169	-0.242	-0.84	0.414	-1.9%	Cc1nc(-c2c(C(F)(F)F)noc2-c2ccc(O)cc2O)cs1

Part of the list above, with bars between the fields:
Compound | LYP inhibition | SIAH1 antagonists | human PMI inhibitors | AID2073 | P. falciparum M1AAP | human PMI inhibition | P. falciparum M17LAP | Dynein transport | Dynein transport cytoplasmic EGFP | Dynein transport nuclear GR-EGFP | Dynein transport cell count | XIAP displacement
COc1ccccc1C(=O)NCC1(c2ccccc2)CCCC1 | -3.3% | 4.9% | 22.5% | 6.8% | -0.5% | 10.7% | 3.9% | -1.22 | -0.228 | -0.802 | 1.08 | -4.8%
O=C(CNC(=O)c1ccncc1)N/N=C/c1cccc([N+](=O)[O-])c1 | -2.6% | -1.9% | -18.3% | 0.7% | -0.9% | -15.8% | -1.3% | 0.365 | -0.302 | 0.261 | 0.347 | -4.5%
O=C(NNC(=O)c1ccccc1Br)c1ccccc1Cl | 0.2% | 5.5% | -0.7% | -5.0% | 5.8% | -2.7% | -7.6% | 0.476 | -0.133 | 0.254 | -1.38 | -5.8%

Continuation.
LYP inhibition	SIAH1 antagonists	human PMI inhibitors	AID2073	P. falciparum M1AAP	human PMI inhibition	P. falciparum M17LAP	Dynein transport	Dynein transport cytoplasmic EGFP	Dynein transport nuclear GR-EGFP	Dynein transport cell count	XIAP displacement	Structure
-11.0%	-5.9%	5.3%	-4.2%	8.7%	6.2%	-11.4%	0.37	-0.184	0.521	-0.0695	-1.8%	CCc1c(C)nc(Nc2nc(C)c3cc(OC)ccc3n2)[nH]c1=O
-0.4%	1.4%	0.3%	27.6%	10.3%	-7.2%	21.8%	-0.872	-0.326	-0.604	1.09	2.4%	Cc1ccc(C(=O)/C=C/c2ccco2)c(O)c1
1.1%	-4.6%	18.0%	9.4%	6.1%	19.8%	9.1%	-0.322	-0.253	-0.164	0.269	44.4%	CCN1CCN(c2nc(-c3cccs3)nc3ccccc23)CC1
0.3%	1.7%	6.8%	1.2%	1.8%	8.0%	3.0%	-0.754	-0.0801	-0.281	0.426	-29.2%	O=C(NCCCN1CCC(Cc2ccccc2)CC1)C1CC(=O)N(C2CCCC2)C1 (stereo unspecified)
-7.7%	4.3%	-3.0%	-0.1%	1.5%	-2.2%	4.8%	-0.0244	-0.221	-0.191	-0.011	-1.4%	Cc1ccc(OCC(=O)NC(=S)Nc2ccc(Br)c(C)n2)cc1
0.4%	10.1%	3.7%	-9.2%	-6.2%	2.3%	-3.4%	-0.591	-0.355	-0.666	1.12	-6.3%	O=S(=O)(c1ccc(Cl)c(NC(=S)Nc2ccccc2N2CCOCC2)c1)N1CCOCC1
0.8%	3.7%	7.8%	6.2%	9.1%	9.0%	3.6%	1.54	0.253	0.791	-1.39	-5.8%	O=C(N/N=C/c1cccc(O)c1)c1ccc(COc2ccc3c(c2)CCC3)o1
-11.2%	10.9%	-2.2%	11.7%	-0.2%	-7.1%	-4.0%	1.93	-0.0464	1.59	-2.05	2.5%	COc1ccc(C[C@@H]2CN3C(=NC[C@@H]3C)N2C[C@H](C)NC(=O)c2ccc(C)c(Br)c2)cc1
-1.4%	-1.8%	-0.2%	3.0%	8.2%	-0.1%	10.4%	0.258	-0.204	0.524	0.671	-7.0%	CCOc1cc(C(=O)Nc2cnccn2)cc(OCC)c1OCC
-6.0%	2.3%	-20.3%	2.5%	5.8%	-29.6%	28.9%	-0.894	-0.141	-0.406	0.608	0.4%	CC1=NN=C(c2ccccc2)C(c2c[nH]c3ccccc23)N1O (stereo unspecified)
0.9%	0.5%	17.3%	-1.6%	15.1%	21.2%	4.6%	-0.147	-0.216	0.459	0.439	-3.5%	C/C(=N/NS(=O)(=O)c1ccc(C)cc1)c1cccc(NC(=O)c2cccc(Cl)c2)c1

Bioassay records from PubChem BioAssay.
